All columns: NCI-60 one-dose screen, growth in % after 48 h at 10 µM unless noted; 100 = growth as untreated, 0 = no growth, -100 = all killed.
TK-10: TK-10 renal cancer cells | 81,000 tested, 3.9% active | AID 1794769
NCI-H322M: NCI-H322M lung cancer; AID 1794733; 80,000 tested, 2.7% active
RXF 393: RXF 393 renal cancer cells; 77,000 tested, 6.9% active; AID 1794773
UO-31: UO-31 renal cancer. 81,000 tested, 5.2% active
NCI-H522: NCI-H522 lung cancer. 78,000 tested, 8% active. AID 1794739
786-0: 786-0 renal cancer cells. 81,000 tested, 5.1% active
ACHN: ACHN renal cancer | 81,000 tested, 4.9% active
NCI-H460: NCI-H460 lung cancer; 82,000 tested, 6.8% active; AID 1794736
CAKI-1: CAKI-1 renal cancer; 75,000 tested, 4.7% active
* hit, by the source's call; x = not tested or not shown; & = joins results of further samples; [ ] = remark or other dose. The calls were made as follows: active = growth percent below 10; inactive = the rest.

SMILES	TK-10	NCI-H322M	RXF 393	UO-31	NCI-H522	786-0	ACHN	NCI-H460	CAKI-1
CN1CCN(Cc2ccc(C(=O)Nc3cccc(Nc4ccc5c(O)cccc5n4)c3)cc2C(F)(F)F)CC1	-21*	-19*	x	-20*	-84*	-56*	-23*	-18*	-38*
O=C(N/N=C/c1coc2ccc(Cl)cc2c1=O)c1cc2oc(-c3ccccc3)cc2[nH]1	158	105	71	91	x	106	108	98	859
Nn1c(N/N=C/c2cccc([N+](=O)[O-])c2)n[nH]c1=S	104	99	113	91	94	100	104	112	97
CCN(CC)CCCC(C)N=C(Nc1ccccc1)c1ccc(Cl)cc1 (stereo not drawn)	99	94	84	80	107	90	101	105	88
CC1(C)C2=C(CC[C@@H]1O)[C@@]1(C)C[C@H](c3ccoc3)OC(=O)[C@@H]1CC2	91	98	113	86	84	102	100	108	98
CCN(C(=O)N1CCN(c2cc3c(cc2F)c(=O)c(C(=O)O)cn3C2CC2)CC1)c1nc(-c2ccccc2)cs1	41	13	20	1.8*	-1.7*	14	8.6*	5.3*	29
O=C(CCSc1nc2sc3c(c2c(=O)n1Cc1ccccc1)CCCC3)N1CCN(c2ccccc2)CC1	120	88	100	67	60	99	78	103	89
CCCC(=O)NNc1nccc(Nc2ccc(S(=O)(=O)Nc3ccccn3)cc2)n1	97	101	112	95	91	97	101	113	95
CC1=C(C)C[C@]2(Cc3c(C)cccc3C2=O)S(=O)C1 (stereo partly drawn)	99	92	99	57	65	102	56	79	102
O=C(Nc1ncc(Cc2cccc(C(F)(F)F)c2)s1)C1COc2ccccc2O1 (stereo not drawn)	97	91	79	74	68	99	97	98	84
CN(CC(O)c1ccccc1)c1ccccc1 (stereo not drawn)	94	104	x	101	110	101	104	104	73
CCOC(=O)c1cc2c(n1Cc1cc(OC)c(OC)c(OC)c1)-c1nc(N)sc1CCC2	74	82	55	57	7.9*	37	77	32	56
O=C(Nc1ccccc1C(=O)N/N=C(\c1ccccc1)c1ccccn1)c1ccccc1	47	29	21	8.8*	0.8*	9.2*	14	-0.5*	17
NS(=O)(=O)c1ccc(CCn2c(SCC(=O)Nc3ccc(F)cc3)nc3ccccc3c2=O)cc1	107	91	96	71	85	96	106	100	86
COc1ccc(-c2sc3nc(-c4ccc(F)cc4)c(/C=C/c4cc(OC)c(OC)c(OC)c4)n3c2-c2ccc(OC)cc2)cc1	110	98	101	82	107	94	103	99	84
C=CCOc1ccc2c(c1)CC[C@@H]1[C@@H]2CC[C@]2(C)C[C@@H](O)C[C@@H]12	98	89	109	115	85	96	102	101	78
Clc1ccc2c(Cl)cc(Cl)nc2c1	107	92	102	71	81	100	112	107	92
Cc1ccc(S(=O)(=O)Nc2ccc3ncccc3c2[N+](=O)[O-])cc1	118	118	106	108	123	99	106	110	106
O=C(N/N=C\c1ccc(Cl)cc1Cl)c1ccc2nc(-c3ccc([N+](=O)[O-])cc3)[nH]c2c1	98	100	105	90	84	87	92	109	96
COc1ccc([C@@H]2Nc3cc(-c4cc(OC)c(OC)c(OC)c4)ccc3O[C@H]2CO)cc1OC	99	102	92	84	88	98	102	93	x

4 of the compounds above, field by field.
Structure: O=C(Nc1ccccc1C(=O)N/N=C(\c1ccccc1)c1ccccn1)c1ccccc1
  TK-10 = 47; NCI-H322M = 29; RXF 393 = 21; UO-31 = 8.8*; NCI-H522 = 0.8*; 786-0 = 9.2*; ACHN = 14; NCI-H460 = -0.5*; CAKI-1 = 17

Structure: NS(=O)(=O)c1ccc(CCn2c(SCC(=O)Nc3ccc(F)cc3)nc3ccccc3c2=O)cc1
  TK-10 = 107; NCI-H322M = 91; RXF 393 = 96; UO-31 = 71; NCI-H522 = 85; 786-0 = 96; ACHN = 106; NCI-H460 = 100; CAKI-1 = 86

Structure: C=CCOc1ccc2c(c1)CC[C@@H]1[C@@H]2CC[C@]2(C)C[C@@H](O)C[C@@H]12
  TK-10 = 98; NCI-H322M = 89; RXF 393 = 109; UO-31 = 115; NCI-H522 = 85; 786-0 = 96; ACHN = 102; NCI-H460 = 101; CAKI-1 = 78

Structure: Clc1ccc2c(Cl)cc(Cl)nc2c1
  TK-10 = 107; NCI-H322M = 92; RXF 393 = 102; UO-31 = 71; NCI-H522 = 81; 786-0 = 100; ACHN = 112; NCI-H460 = 107; CAKI-1 = 92

Further records follow:
SMILES	TK-10	NCI-H322M	RXF 393	UO-31	NCI-H522	786-0	ACHN	NCI-H460	CAKI-1
CCCCC1COc2cccc3c2N1C=C/C3=C\C(=O)N(C)c1ccc(OC(F)(F)F)cc1 (stereo not drawn)	98	104	104	91	87	104	104	101	79
O=C(Cn1cc(CN2CCOCC2)nn1)Nc1ccc2c(ccn2Cc2ccccc2)c1	102	102	107	81	100	98	109	109	91
CN1CC(c2ccccc2)C(C(=O)c2ccc(Br)cc2)C12C(=O)Nc1ccccc12 (stereo not drawn)	109	103	93	66	83	98	100	99	63
Cc1ccccc1-n1nnc(C(=O)Nc2ccc(-c3ccccc3)cc2)c1C	x	78[50 µM]	103[50 µM]	73[50 µM]	x	84[50 µM]	69[50 µM]	72[50 µM]	60[50 µM]
CC1=C(C)C(=O)C(Nc2ccc3c(c2)OCCO3)=C(Br)C1=O	135	102	100	96	97	105	101	102	102
O=S(CC(O)c1ccccc1)c1ccccc1 (stereo not drawn)	116	104	109	82	106	105	115	109	98
COc1ccc(C2=Nc3c(N)nc(N)nc3NC(c3cccc(Nc4ccnc5cc(C(F)(F)F)ccc45)c3)C2)cc1 (stereo not drawn)	108	100	54	70	45	73	96	59	61
CCN1CCN(c2cc(-c3cn[nH]c3-c3cc(C)cc(OC)c3)nc(-c3cccnc3)n2)CC1	105	68	61	46	76	58	74	89	74
CCCCCCC(C(=O)O)(C(=O)O)C1CCCCCC1	103	97	104	97	103	102	101	105	100
CCC1C(C)(C)c2ccc(C)cc2C1(C)C (stereo not drawn)	98	102	118	95	90	98	93	105	93
Cc1ccc(NC(=O)NS(=O)(=O)c2c[nH]c(=S)[nH]c2=O)cc1	111	102	127	94	69	101	100	109	x
O=C(O)c1ccc(-n2cc(CNc3ccccc3)c(-c3ccc(F)cc3)n2)cc1	129	76	95	58	70	98	80	74	62
[O-][N+]12CCCCC1CCCC2CO (stereo not drawn)	99	94	133	97	103	113	110	103	74
COc1ccc(-c2nn(-c3ccc(NC(=O)c4cc(C(F)(F)F)cc(C(F)(F)F)c4)cc3)cc2-c2ccncc2)cc1Cl	x	87	-6.8*	45	71	44	62	58	41
COc1ccc2[nH]cc(-c3noc(C(=O)c4cn(C)c5ccc(F)cc45)n3)c2c1	113	96	116	68	93	103	88	96	82
CN(C)CCCN(Cc1ccccc1O)C(=O)Nc1cccc2ccccc12	108	106	99	81	112	96	105	104	111
O=C(Nc1cccc(Cl)c1)Nc1nc2ccc(-c3cccc4ccccc34)cc2s1	75	71	84	47	26	82	40	34	38
COc1ccc(-c2cnoc2-c2cc(OC)c3c(c2)OCCO3)cc1	72	45	32	40	-39*	8.2*	21	3.2*	33
Cc1ccc2c(/C=C/C(=O)c3cc(CN4CCOCC4)c(O)c4nc(C)ccc34)cc(CN3CCOCC3)c(O)c2n1	18	17	-75*	-17*	-55*	-32*	-26*	7.8*	13
NC[C@@H]1O[C@H](O[C@@H]2[C@@H](CO)OC(O[C@@H]3[C@@H](O)[C@H](N)C[C@H](N)[C@H]3O[C@H]3O[C@H](CO)[C@@H](O)[C@H](O)[C@H]3N)[C@@H]2O)[C@H](N)[C@@H](O)[C@@H]1O (stereo partly drawn)	116	126	x	109	119	106	x	110	95
COc1cccc(-c2nc(-c3ccc(N)cc3)co2)c1	109	102	93	x	x	94	106	115	95
O=C(NC1C(O)OC(CO)C(O)C1O)NS(=O)(=O)c1ccc(Cl)cc1 (stereo not drawn)	110	99	115	77	100	104	102	104	94
CCOC(=O)CC1C(CO)OC(n2cnc3c(N)ncnc32)C1O[Si](C)(C)C(C)(C)C (stereo not drawn)	94	91	112	72	92	97	102	101	92
Cc1c(C(=O)N[C@@H](Cc2ccccc2)C(=O)C(=O)NCc2ccccc2)oc2cc(O)ccc2c1=O	109	98	108	87	96	103	104	111	90
O=S(=O)(Nc1cccc2[nH]cnc12)c1ccc(Br)cc1F	111	109	97	73	88	101	84	88	81
O=C(/C=C/c1cn(-c2ccccc2)nc1-c1ccc(OCc2ccccc2)cc1)c1ccc(Cl)cc1	102	104	116	88	85	106	99	105	97
O=C(N/N=C/c1ccccc1O)c1ccncc1	58	51	81	34	-20*	51	57	26	41
COc1cc(-c2nn(-c3ccc(NC(=O)CN4CCOCC4)cc3)cc2-c2ccncc2)ccc1Cl	117	97	51	63	42	66	72	94	76
COc1ccc(/C(C)=C(\c2ccc(Cl)cc2)c2ccc(OCCN3CCCC3)cc2)cc1F	62	62	x	29	71	4.2*	51	-56*	22
COc1ccc(/C=C/C(=O)c2c(O)cc3occc3c2OC)cc1	106	115	98	80	76	102	104	99	97
Nc1ccc(S(=O)(=O)c2ccc(N)nc2)cc1	104	105	125	85	x	100	105	117	104
NC(=O)n1cccn1	106	109	113	91	99	108	109	107	93
O=C(O)c1c(Cl)c(Cl)c(Cl)c(Cl)c1-c1c2cc(I)c(=O)c(I)c-2oc2c(I)c(O)c(I)cc12	85&116&108	78&109&108	58&91&92	84&73&102	57&97&107	112&115&109	90&99&100	98&115&102	90&102&107
COc1ccc(-c2nc3sc(-c4ccccc4)c(-c4ccccc4)n3c2/C=C/C(=O)c2ccccn2)cc1	91	112	84	66	6.2*	99	66	87	87
C=Cc1cc[n+](CC(=O)c2ccc(-c3ccccc3)cc2)cc1	89	90	131	87	76	106	96	93	94
O=C(O)C(O)c1ccccc1Cl (stereo not drawn)	92	98	103	78	91	94	99	109	91
CCCCC(CC)CCC(C)OC(=O)CCC1CCCCC1 (stereo not drawn)	114	119	135	104	104	106	110	104	103
O=C(O)c1cccc(C(=O)O)c1	124	109	134	84	108	107	110	106	93
O=c1nc(Nc2ccc(Cl)cc2O)sc2ccccc12	120	82	83	54	47	72	71	77	71
COc1ccc(/C=N/NC(N)=S)cc1	104	103	96	76	89	98	101	103	93
CC(=O)N1N=C(c2ccccc2)CC1c1cn(-c2ccccc2)nc1-c1ccc(OCc2ccccc2)cc1 (stereo not drawn)	98	96	106	88	82	96	96	98	84
Cc1c(C(N)=O)sc2c1c(=O)n(Cc1ccccc1)c1nnc(-c3ccccc3)n21	110	103	97	63	87	99	95	115	83
COc1ccc(/C=N/NC(=O)c2cnn(CC(O)Cc3ccccc3)c2-n2cccc2)cc1OC1CCCC1 (stereo not drawn)	95	91	114	67	73	103	93	101	93
O=C(Nc1ccc(NC(=O)c2cc(Cl)nc3ccccc23)cc1)Nc1ccc(Cl)c(C(F)(F)F)c1	91	104	104	69	91	95	101	109	85
CCOC(=O)N/N=C/c1ccc(OC)c(OC)c1	123	x	101	106	x	104	106	102	110
C[C@@H]1CC[C@@H]2[C@H]1[C@@H](OC(=O)/C=C/c1ccccc1)[C@@]1(c3ccccc3)C[C@H](NC(=O)CO)[C@]2(C)O1	103	91	81	73	85	90	88	90	67
CC1C(=NC(=O)c2cnccn2)C(C)C(c2ccc(Cl)cc2)NC1c1ccncc1 (stereo not drawn)	130	x	100	x	71	91	91	108	x
CCOC(=O)CCN(C(=O)Nc1ccccc1)C1CCCCC1	120	110	177	118	99	91	110	102	110
N#Cc1ccc2nc(-c3nonc3N)[nH]c2c1	137	116	119	112	96	116	110	109	118
COC(=O)c1c(C(=O)OC)c2ccc3c4ccccc4ccc3n2c1C(=O)C(Br)Br	103	100	189	81	90	105	104	101	96

(more compounds)
SMILES	TK-10	NCI-H322M	RXF 393	UO-31	NCI-H522	786-0	ACHN	NCI-H460	CAKI-1
CC[n+]1ccc(Nc2ccc(NC(=O)c3ccc(Nc4cc[n+](CC)c5ccc([N+](=O)[O-])cc45)cc3)cc2)cc1	152	97	98	91	66	101	97	77	94
C#C[C@@]1(O)[C@@H](CO)O[C@@H](n2cc(Cl)c3c(N)ccnc32)[C@@H]1O	122	75	106	72	75	81	65	25	x
COc1ccc2nc(C#N)ccc2c1	86	113	103	102	97	97	111	109	89
COc1ccc(/C(=N/N=C(N)N)c2ccccc2)cc1OC	97	112	91	94	95	103	107	110	96
O=C(c1ccc(F)c(Cl)c1)N1c2ccccc2Sc2ccccc21	85	102	71	73	43	80	104	99	53
CCCC(C)NCCOC(=O)Nc1ccccc1 (stereo not drawn)	104	98	105	86	x	100	111	105	101
COc1c(Cl)cc(Cl)cc1Cl	109	129	121	88	103	112	112	98	126
CCn1c(Sc2nnc(NC(=O)CSC(=S)N3CCCCC3)s2)nc2c1c(=O)n(C)c(=O)n2C	96	101	86	80	38	92	78	101	48
COc1cc(/C=C/C(=O)c2ccc(N3CCN(C)CC3)cc2)ccc1F	124	84	98	56	97	88	79	102	64
S=C(S)NNc1ccccc1	148	86	103	72	x	101	93	98	93
COc1ccc(/C=C/c2nc3ccccc3c3nnc(-c4ccc(Cl)cc4)n23)cc1	133	43	110	49	68	102	67	70	36
C/C(=N\Nc1ccc(S(N)(=O)=O)cc1)c1cnn(-c2cc(=O)[nH]c3ccccc23)c1C	111	93	101	77	81	88	100	103	94
CC(=O)/C(N=Nc1ccc(S(=O)(=O)c2ccc(N=N/C(C(C)=O)=C(/C)O)cc2)cc1)=C(\C)O	108	106	165	84	105	112	104	93	100
C=C(C[C@@](O)(C(=O)Oc1ccccc1)C(=O)C(C)C)c1ccccc1	101	98	108	89	87	103	106	105	99
Cc1c(C(=O)OCCCl)c(=O)n(-c2ccccc2)n1C	105	x	103	93	93	101	96	104	89

Compound profiles, from the list above. Order of values: TK-10 | NCI-H322M | RXF 393 | UO-31 | NCI-H522 | 786-0 | ACHN | NCI-H460 | CAKI-1
Record of COc1ccc(-c2nc3sc(-c4ccccc4)c(-c4ccccc4)n3c2/C=C/C(=O)c2ccccn2)cc1 = 91 | 112 | 84 | 66 | 6.2* | 99 | 66 | 87 | 87
Record of Nn1c(N/N=C/c2cccc([N+](=O)[O-])c2)n[nH]c1=S = 104 | 99 | 113 | 91 | 94 | 100 | 104 | 112 | 97

No enrichment for hits, and some 11% of all compounds hit somewhere here.
